Rac1 wt GTP bind = modulators of human Rac1 wildtype GTP binding; P63000; GST-Rac1 beads, fluorescent GTP binding, flow cytometry; actives lie on both sides; 0 = cold GTP competed, 100 = untreated; actives 0.27% (n = 190,000); GTP binding activity (% of control), % at 10 µM;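 active = GTP binding activity at least 20 points away from the 100% control level, either lower or higher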
Bim-Bcl-XL = disrupts Bim peptide binding to human Bcl-XL | actives 0.04% (n = 190,000) | bead flow cytometry, fluorescence | inhibition, % at 10 µM | Q07817
Target sequence (Q07817 whole entry, looked up): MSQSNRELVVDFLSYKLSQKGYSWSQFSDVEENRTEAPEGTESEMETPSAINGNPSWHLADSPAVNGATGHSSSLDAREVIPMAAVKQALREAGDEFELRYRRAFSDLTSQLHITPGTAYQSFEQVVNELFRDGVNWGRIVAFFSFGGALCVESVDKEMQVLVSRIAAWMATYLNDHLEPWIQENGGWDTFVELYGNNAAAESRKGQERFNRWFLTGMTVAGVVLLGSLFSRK
Rab7 wt modul = modulators of GTP binding to dog Rab7 wildtype GTPase; GST-Rab7 beads, fluorescent GTP binding, flow cytometry; actives lie on both sides; untreated = 100%, excess cold GTP = 0%; GTP binding activity (percent of control), % at 10 µM; actives 0.055% (n = 190,000); AID 758;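 active = fluorescent GTP binding to Rab7 beads changed by at least 20 points from the 100% baseline, either direction, mostly lower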;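 note: median green fluorescence of bound Bodipy-FL-GTP per Rab7 bead population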
Bcl-2 Bim block = human Bim-Bcl-2 interaction inhibition; Bead-based flow cytometry, Bim peptide-Bcl-2 binding; P10415; actives 0.06% (n = 190,000); inhibition, % at 10 µM; in the data active = inhibition above about 40%;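 note: 0% = no compound wells with probe peptide and 100% = reference peptide inhibitor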
Target sequence (P10415 whole entry, looked up): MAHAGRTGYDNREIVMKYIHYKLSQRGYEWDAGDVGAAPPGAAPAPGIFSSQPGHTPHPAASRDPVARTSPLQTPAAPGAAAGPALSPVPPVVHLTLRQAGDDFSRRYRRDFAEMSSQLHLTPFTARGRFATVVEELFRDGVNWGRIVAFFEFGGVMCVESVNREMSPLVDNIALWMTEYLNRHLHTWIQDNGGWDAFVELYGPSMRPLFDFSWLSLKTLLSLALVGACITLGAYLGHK
Bim-Bcl-W = inhibitors of Bim-Bcl-W interaction, human. Q92843. bead-based flow cytometry, Bim peptide-Bcl-W binding. inhibition, % at 10 µM. actives 0.02% (n = 190,000). AID 952;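 note: 0% = bound tracer without compound and 100% = peptide blocker; higher means less fluorescent Bim peptide bound to Bcl-W beads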
Target sequence (Q92843 whole entry, looked up): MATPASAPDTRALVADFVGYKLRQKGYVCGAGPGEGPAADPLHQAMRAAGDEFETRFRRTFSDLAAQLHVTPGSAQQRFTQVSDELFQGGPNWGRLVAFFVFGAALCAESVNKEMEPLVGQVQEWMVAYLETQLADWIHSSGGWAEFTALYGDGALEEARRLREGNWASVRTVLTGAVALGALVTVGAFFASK
Rab2A wt mod = changes GTP binding to wildtype dog Rab2A, up or down | P61105 | GST-Rab2 wt beads, Bodipy-GTP binding, flow cytometry | GTP binding activity, % at 10 µM | actives 0.19% (n = 190,000) | AID 760;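 active = GTP binding activity at least 20 points away from 100%, either lowered or raised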;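 note: 0% = beads with excess unlabeled GTP and 100% = no-compound control corrected for plate trend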
Cdc42 wt = human Cdc42 wildtype GTP binding change, either direction; actives 0.2% (n = 190,000); percent activity (GTP binding), % at 10 µM; P60953; GST-Cdc42 beads, Bodipy-GTP binding, flow cytometry; actives lie on both sides;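 active = percent activity GTP binding at least 20 points away from the 100% baseline, either down as inhibitor or up as activator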;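 note: median bead fluorescence of bound Bodipy-FL-GTP at 100 nM; 0% = excess unlabeled GTP control and 100% = no compound control; below 100% means less GTP binding so inhibitor and above means activator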
HRas wt GTP = changes GTP binding to wildtype human HRas | P01112 | GST-Ras wt beads, Bodipy-FL-GTP binding, flow cytometry; actives lie on both sides | GTP binding activity, % at 10 µM | actives 0.14% (n = 190,000);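 active = GTP binding activity at least 20% away from the 100% baseline, either lowered as inhibitor or raised as activator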;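 note: 0% = unlabeled GTP competition control and 100% = no-compound control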
Target sequence (P01112 whole entry, looked up): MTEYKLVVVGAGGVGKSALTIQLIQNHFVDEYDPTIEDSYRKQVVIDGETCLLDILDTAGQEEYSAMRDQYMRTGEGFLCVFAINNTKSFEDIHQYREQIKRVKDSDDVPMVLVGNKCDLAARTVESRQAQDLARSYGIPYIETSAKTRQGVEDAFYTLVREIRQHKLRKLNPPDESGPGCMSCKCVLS
Bim-Bfl-1 = inhibitors of Bim-Bfl-1 interaction, human; Q16548; Bead-based flow cytometry, Bim-Bfl-1 binding inhibition; inhibition, % at 10 µM; actives 0.12% (n = 190,000); AID 1008;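 note: 0% = wells without compound plus tracer and 100% = blocker peptide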
Bcl-B Bim block = inhibitors of Bim-Bcl-B interaction, human. Q9HD36. bead-based flow cytometry, Bim peptide-Bcl-B binding. inhibition, % at 10 µM. actives 0.073% (n = 190,000). AID 951;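 note: 0% = tracer peptide without compound and 100% = reference inhibitor peptide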
Rac1 mut GTP = human Rac1 activated mutant GTP binding change | percent activity (GTP binding), % at 10 µM | actives 0.11% (n = 190,000) | GST-Rac1 activated beads, fluorescent GTP binding, flow cytometry; actives lie on both sides; 100% means binding = to untreated wells | P63000;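 active = GTP binding at least 20 percentage points away from the 100% baseline, in either direction, so actives lie on both sides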
Numbers without * were called inactive. Cut-off read from the data, not from the text of the source, unless noted: active = inhibition above about 40%. Random draw from the library; 0.62% or so of the library scored in one or more.

What do the screens show for `CCOc1ccc(C2=CS/C(=C(\C#N)c3nnc4n3CCCCC4)N2CC)cc1`?
Rac1 wt GTP bind: 97; Bim-Bcl-XL: -1; Rab7 wt modul: 97; Bcl-2 Bim block: -5; Bim-Bcl-W: 0; Rab2A wt mod: 95; Cdc42 wt: 96; HRas wt GTP: 98; Bim-Bfl-1: -6; Bcl-B Bim block: -9; Rac1 mut GTP: 96

How did COc1ccc(S(=O)(=O)N(CC(C)C)CC(C)C)c2cccnc12 do in these assays?
Rac1 wt GTP bind: 100; Bim-Bcl-XL: -1; Rab7 wt modul: 96; Bcl-2 Bim block: -7; Bim-Bcl-W: 1; Rab2A wt mod: 98; Cdc42 wt: 98; HRas wt GTP: 98; Bim-Bfl-1: -14; Bcl-B Bim block: -6; Rac1 mut GTP: 96

Results for COc1ccc(C(C)=O)cc1CSc1nnc(Nc2ccc(C)cc2)s1 ?
Rac1 wt GTP bind: 102; Bim-Bcl-XL: -3; Rab7 wt modul: 101; Bcl-2 Bim block: -3; Bim-Bcl-W: -4; Rab2A wt mod: 99; Cdc42 wt: 100; HRas wt GTP: 99; Bim-Bfl-1: -2; Bcl-B Bim block: -5; Rac1 mut GTP: 99

What do the screens show for `COc1ccc(C(=O)COC(=O)CNC(=O)C2CCCCC2)c(OC)c1`?
Rac1 wt GTP bind: 101; Bim-Bcl-XL: -2; Rab7 wt modul: 100; Bcl-2 Bim block: -11; Bim-Bcl-W: 1; Rab2A wt mod: 98; Cdc42 wt: 97; HRas wt GTP: 93; Bim-Bfl-1: -15; Bcl-B Bim block: -6; Rac1 mut GTP: 96

How did Cc1cccc(NC(=S)N/N=C/c2c[nH]c3ccccc23)c1 do in these assays?
Rac1 wt GTP bind: 98; Bim-Bcl-XL: -1; Rab7 wt modul: 94; Bcl-2 Bim block: -1; Bim-Bcl-W: 0; Rab2A wt mod: 97; Cdc42 wt: 95; HRas wt GTP: 98; Bim-Bfl-1: 1; Bcl-B Bim block: -2; Rac1 mut GTP: 97

How did O=C(OCC(=O)N1CCCC1)c1ccccc1OCc1ccccc1 do in these assays?
Rac1 wt GTP bind: 101; Bim-Bcl-XL: 3; Rab7 wt modul: 103; Bcl-2 Bim block: 1; Bim-Bcl-W: 1; Rab2A wt mod: 101; Cdc42 wt: 100; HRas wt GTP: 100; Bim-Bfl-1: 2; Bcl-B Bim block: 3; Rac1 mut GTP: 99

Results for CC(C)(C)OC(=O)NCCCC[C@@H](C(=O)N1CCN(C(=O)OC(C)(C)C)CC1)n1cc(C(CO)NC(=O)OC(C)(C)C)nn1 (stereo not given in full) ?
Rac1 wt GTP bind: 99; Bim-Bcl-XL: 0; Rab7 wt modul: 104; Bcl-2 Bim block: -1; Bim-Bcl-W: 1; Rab2A wt mod: 101; Cdc42 wt: 101; HRas wt GTP: 99; Bim-Bfl-1: -3; Bcl-B Bim block: 0; Rac1 mut GTP: 97

How did COc1ccc(N2CCN(C(=O)CCN3C(=S)NC(C)(C)CC3C)CC2)cc1 (stereo not given) do in these assays?
Rac1 wt GTP bind: 105; Bim-Bcl-XL: -3; Rab7 wt modul: 109; Bcl-2 Bim block: -1; Bim-Bcl-W: 1; Rab2A wt mod: 101; Cdc42 wt: 106; HRas wt GTP: 101; Bim-Bfl-1: -3; Bcl-B Bim block: -2; Rac1 mut GTP: 99

How did Cc1ccc(CN(C(=O)c2sc3ccccc3c2Cl)C2CCS(=O)(=O)C2)cc1 (stereo not given) do in these assays?
Rac1 wt GTP bind: 101; Bim-Bcl-XL: -8; Rab7 wt modul: 92; Bcl-2 Bim block: -4; Bim-Bcl-W: -4; Rab2A wt mod: 93; Cdc42 wt: 96; HRas wt GTP: 95; Bim-Bfl-1: 0; Bcl-B Bim block: -8; Rac1 mut GTP: 93

How did Brc1ccc(-c2nnc(-c3ccccc3Br)o2)cc1 do in these assays?
Rac1 wt GTP bind: 102; Bim-Bcl-XL: -2; Rab7 wt modul: 96; Bcl-2 Bim block: -2; Bim-Bcl-W: -1; Rab2A wt mod: 99; Cdc42 wt: 100; HRas wt GTP: 100; Bim-Bfl-1: -2; Bcl-B Bim block: -3; Rac1 mut GTP: 98

What do the screens show for `Cc1ccc(C(=O)Nc2cccc(C(=O)O)c2)cc1S(=O)(=O)N1CCOCC1`?
Rac1 wt GTP bind: 108; Bim-Bcl-XL: -1; Rab7 wt modul: 102; Bcl-2 Bim block: -9; Bim-Bcl-W: 2; Rab2A wt mod: 104; Cdc42 wt: 103; HRas wt GTP: 103; Bim-Bfl-1: -5; Bcl-B Bim block: -7; Rac1 mut GTP: 102

How did Cc1ccc(NC(=O)c2ccc(CSc3ccccn3)cc2)cc1 do in these assays?
Rac1 wt GTP bind: 100; Bim-Bcl-XL: 0; Rab7 wt modul: 102; Bcl-2 Bim block: 3; Bim-Bcl-W: 1; Rab2A wt mod: 104; Cdc42 wt: 96; HRas wt GTP: 97; Bim-Bfl-1: 3; Bcl-B Bim block: 0; Rac1 mut GTP: 99

What do the screens show for `CCOc1cc(CNn2cn[nH]c2=S)cc(Cl)c1OCc1ccccc1F`?
Rac1 wt GTP bind: 101; Bim-Bcl-XL: -9; Rab7 wt modul: 100; Bcl-2 Bim block: -6; Bim-Bcl-W: -9; Rab2A wt mod: 96; Cdc42 wt: 100; HRas wt GTP: 98; Bim-Bfl-1: -3; Bcl-B Bim block: -33; Rac1 mut GTP: 94

Results for CCOC(=O)c1cc(C)n(-c2c(C)n(C)n(-c3ccccc3)c2=O)c1C ?
Rac1 wt GTP bind: 103; Bim-Bcl-XL: -18; Rab7 wt modul: 99; Bcl-2 Bim block: -8; Bim-Bcl-W: -3; Rab2A wt mod: 100; Cdc42 wt: 102; HRas wt GTP: 100; Bim-Bfl-1: -11; Bcl-B Bim block: -6; Rac1 mut GTP: 98

What do the screens show for `Cc1cccc(NC(=O)CSc2nnc(-c3ccco3)o2)c1`?
Rac1 wt GTP bind: 102; Bim-Bcl-XL: -2; Rab7 wt modul: 97; Bcl-2 Bim block: -5; Bim-Bcl-W: -1; Rab2A wt mod: 98; Cdc42 wt: 101; HRas wt GTP: 98; Bim-Bfl-1: -2; Bcl-B Bim block: 0; Rac1 mut GTP: 98

What do the screens show for `COc1ccc(C(=O)NNC(=O)CSc2nnc(-c3cccnc3)n2C)cc1`?
Rac1 wt GTP bind: 95; Bim-Bcl-XL: -1; Rab7 wt modul: 99; Bcl-2 Bim block: 4; Bim-Bcl-W: 0; Rab2A wt mod: 98; Cdc42 wt: 94; HRas wt GTP: 94; Bim-Bfl-1: 4; Bcl-B Bim block: 2; Rac1 mut GTP: 92

How did O=C(CC1C(=O)NCCN1CC1CCCCC1)NCc1cccc(F)c1F (stereo not given) do in these assays?
Rac1 wt GTP bind: 102; Bim-Bcl-XL: -4; Rab7 wt modul: 99; Bcl-2 Bim block: -2; Bim-Bcl-W: 0; Rab2A wt mod: 99; Cdc42 wt: 96; HRas wt GTP: 99; Bim-Bfl-1: -7; Bcl-B Bim block: -2; Rac1 mut GTP: 97

What do the screens show for `CCC(=O)N1CCN(CCN=CC2=C(O)CC(C)(C)CC2=O)CC1`?
Rac1 wt GTP bind: 106; Bim-Bcl-XL: -9; Rab7 wt modul: 104; Bcl-2 Bim block: -3; Bim-Bcl-W: 0; Rab2A wt mod: 103; Cdc42 wt: 102; HRas wt GTP: 102; Bim-Bfl-1: -2; Bcl-B Bim block: -4; Rac1 mut GTP: 99

How did CC(=O)Nc1ccc2oc(C)nc2c1 do in these assays?
Rac1 wt GTP bind: 104; Bim-Bcl-XL: -2; Rab7 wt modul: 106; Bcl-2 Bim block: -4; Bim-Bcl-W: -2; Rab2A wt mod: 103; Cdc42 wt: 98; HRas wt GTP: 99; Bim-Bfl-1: -5; Bcl-B Bim block: -4; Rac1 mut GTP: 98

How did COc1cc(CN(C(=S)NCC(=O)O)C2CCCC2)cc(OC)c1OC do in these assays?
Rac1 wt GTP bind: 92; Bim-Bcl-XL: -1; Rab7 wt modul: 89; Bcl-2 Bim block: -2; Bim-Bcl-W: -1; Rab2A wt mod: 93; Cdc42 wt: 94; HRas wt GTP: 91; Bim-Bfl-1: -3; Bcl-B Bim block: -7; Rac1 mut GTP: 92

What do the screens show for `O=C1CC(N2CCN(c3ccccn3)CC2)C(=O)N1c1ccc(Cl)cc1` (stereo not given)?
Rac1 wt GTP bind: 99; Bim-Bcl-XL: 0; Rab7 wt modul: 102; Bcl-2 Bim block: 0; Bim-Bcl-W: 3; Rab2A wt mod: 98; Cdc42 wt: 97; HRas wt GTP: 97; Bim-Bfl-1: -4; Bcl-B Bim block: -2; Rac1 mut GTP: 96

Results for CCOC(=O)c1cnc2c(OC)cccc2c1Nc1ccc2c(c1)OCCO2 ?
Rac1 wt GTP bind: 98; Bim-Bcl-XL: -4; Rab7 wt modul: 98; Bcl-2 Bim block: 4; Bim-Bcl-W: 0; Rab2A wt mod: 97; Cdc42 wt: 102; HRas wt GTP: 100; Bim-Bfl-1: 0; Bcl-B Bim block: -3; Rac1 mut GTP: 101

Results for Cc1oc(CC(C)C)cc1C(=O)Nc1cccc2ccccc12 ?
Rac1 wt GTP bind: 100; Bim-Bcl-XL: -1; Rab7 wt modul: 92; Bcl-2 Bim block: 0; Bim-Bcl-W: 0; Rab2A wt mod: 99; Cdc42 wt: 103; HRas wt GTP: 102; Bim-Bfl-1: -1; Bcl-B Bim block: 2; Rac1 mut GTP: 97

Arranged by formula weight (rising): some entries from above.
How did Cc1ccc(NC(=O)c2ccc(CSc3ccccn3)cc2)cc1 do in these assays?
Rac1 wt GTP bind: 100; Bim-Bcl-XL: 0; Rab7 wt modul: 102; Bcl-2 Bim block: 3; Bim-Bcl-W: 1; Rab2A wt mod: 104; Cdc42 wt: 96; HRas wt GTP: 97; Bim-Bfl-1: 3; Bcl-B Bim block: 0; Rac1 mut GTP: 99

What do the screens show for `COc1ccc(C(=O)COC(=O)CNC(=O)C2CCCCC2)c(OC)c1`?
Rac1 wt GTP bind: 101; Bim-Bcl-XL: -2; Rab7 wt modul: 100; Bcl-2 Bim block: -11; Bim-Bcl-W: 1; Rab2A wt mod: 98; Cdc42 wt: 97; HRas wt GTP: 93; Bim-Bfl-1: -15; Bcl-B Bim block: -6; Rac1 mut GTP: 96

How did Brc1ccc(-c2nnc(-c3ccccc3Br)o2)cc1 do in these assays?
Rac1 wt GTP bind: 102; Bim-Bcl-XL: -2; Rab7 wt modul: 96; Bcl-2 Bim block: -2; Bim-Bcl-W: -1; Rab2A wt mod: 99; Cdc42 wt: 100; HRas wt GTP: 100; Bim-Bfl-1: -2; Bcl-B Bim block: -3; Rac1 mut GTP: 98

How did Cc1ccc(CN(C(=O)c2sc3ccccc3c2Cl)C2CCS(=O)(=O)C2)cc1 (stereo not given) do in these assays?
Rac1 wt GTP bind: 101; Bim-Bcl-XL: -8; Rab7 wt modul: 92; Bcl-2 Bim block: -4; Bim-Bcl-W: -4; Rab2A wt mod: 93; Cdc42 wt: 96; HRas wt GTP: 95; Bim-Bfl-1: 0; Bcl-B Bim block: -8; Rac1 mut GTP: 93
